Assay outcomes as filed in PubChem.
BoNT-F LC inh: BoNT/F light chain protease inhibitors, primary screen, biochemical, flow cytometry, MLPCN library; Botulinum neurotoxin type F light chain protease (Clostridium botulinum); Multiplex microsphere protease cleavage assay; inhibition, % at 10 µM; actives 0.22% (n = 360,000); AID 588497, 2011; in the data active = inhibition above about 35%, passing the limit was not always enough; inconclusive = no clear call, values can overlap the other calls; also: plate controls were buffer without enzyme for full effect and enzyme alone for no effect
CCHFV vOTU inh: CCHFV vOTU protease inhibitors, primary screen, biochemical, Pep-AMC substrate, fluorescence. Crimean-Congo hemorrhagic fever virus L polyprotein viral ovarian tumor (vOTU) protease …. inhibition, % at 11.5 µM. actives 0.55% (n = 370,000). AID 651958, 2012; also: 0% = vehicle wells with enzyme and 100% = no enzyme wells
UGM FP inh: M. tuberculosis UGM enzyme inhibitors, primary screen, biochemical, fluorescence polarization, single point | inhibition, % at 10 µM | purified UGM, fluorescence polarization probe displacement | UDP-galactopyranose mutase (Mycobacterium tuberculosis (strain ATCC 25618 / H37Rv)), … | AID 504406, 2011 | actives 0.06% (n = 320,000); in the data active = inhibition above about 10%, passing the limit was not always enough; inconclusive = no clear call, values can overlap the other calls
Target sequence (P9WIQ1 whole entry, looked up): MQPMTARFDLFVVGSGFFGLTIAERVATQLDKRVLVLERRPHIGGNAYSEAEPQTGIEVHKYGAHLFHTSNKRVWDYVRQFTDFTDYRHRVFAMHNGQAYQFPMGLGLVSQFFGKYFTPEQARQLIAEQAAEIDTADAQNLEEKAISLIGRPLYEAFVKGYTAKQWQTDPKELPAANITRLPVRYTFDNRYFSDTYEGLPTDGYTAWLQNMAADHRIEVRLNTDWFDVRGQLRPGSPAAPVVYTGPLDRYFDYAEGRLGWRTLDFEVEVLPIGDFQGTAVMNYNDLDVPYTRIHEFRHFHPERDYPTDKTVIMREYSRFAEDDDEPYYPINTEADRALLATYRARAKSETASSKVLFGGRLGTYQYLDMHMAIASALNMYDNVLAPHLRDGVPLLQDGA
Mtb FBA inh: Mtb FBA enzyme inhibitors, primary screen, biochemical, fluorescence, strain H37Rv; purified M. tuberculosis FBA, fluorescence read-out; inhibition, % at 1 µM; actives 2.3% (n = 360,000); in the data active = inhibition above about 27%;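 also: 0% = vehicle and 100% = reference inhibitor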
Target sequence (P9WQA3 whole entry, looked up): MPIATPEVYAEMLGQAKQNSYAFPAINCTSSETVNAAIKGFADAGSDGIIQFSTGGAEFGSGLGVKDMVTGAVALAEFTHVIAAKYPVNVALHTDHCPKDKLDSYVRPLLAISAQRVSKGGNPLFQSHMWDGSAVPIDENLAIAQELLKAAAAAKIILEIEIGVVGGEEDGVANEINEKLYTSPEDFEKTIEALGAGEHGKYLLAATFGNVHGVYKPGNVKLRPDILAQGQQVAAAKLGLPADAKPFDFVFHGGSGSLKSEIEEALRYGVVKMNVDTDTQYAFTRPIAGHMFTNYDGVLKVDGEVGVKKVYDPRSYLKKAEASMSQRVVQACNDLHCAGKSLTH
BoNT A protease: BoNT/A light chain protease inhibitors, primary screen, biochemical, flow cytometry, MLPCN library; inhibition, % at 10 µM; multiplex microsphere protease substrate cleavage; actives 0.17% (n = 360,000); in the data active = inhibition above about 30%; inconclusive = no clear call, values can overlap the other calls; also: plate controls were buffer without enzyme for full effect and enzyme alone for no effect
FadD28 binding: inhibitors of FadD28 bisubstrate probe binding, primary screen, biochemical, fluorescence polarization, single point; Mycobacterium tuberculosis FadD28 fatty-acid-AMP ligase; actives 0.22% (n = 360,000); inhibition, % at 12.5 µM; in the data active = inhibition above about 8.5%, passing the limit was not always enough; inconclusive = no clear call, values can overlap the other calls
Mtb BioA inh: M. tuberculosis BioA enzyme inhibitors, primary screen, biochemical, plate reader, single point, HTS; 7,8-diaminopelargonic acid synthase BioA (Mycobacterium tuberculosis); inhibition, % at 9.99 µM; actives 0.096% (n = 360,000); purified M. tuberculosis BioA enzyme; in the data active = inhibition above about 40%; inconclusive = no clear call, values can overlap the other calls
PrPC TRFRET: inhibitors of human cell surface prion protein PrPC, primary screen, cell-based, TR-FRET | AID 720596, 2013 | actives 0.43% (n = 370,000) | Major prion protein (Homo sapiens), P04156 | TR-FRET read-out | inhibition, % at 13.8 µM; in the data active = inhibition above about 24%; also: 0% = median of the test wells and 100% = reference compound wells
GDH-TPI counter: GDH-TPI coupling enzyme inhibitors, primary screen, artefact control for M. tuberculosis FBA inhibitor project, biochemical, absorbance, full deck | actives 1.2% (n = 360,000) | inhibition, % at 4.8 µM | GDH-TPI coupled enzyme counterscreen, NADH absorbance | AID 588335, 2011;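 also: 0% = DMSO wells and 100% = wells lacking the enzyme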
* hit, by the source's call; ? = inconclusive; / = no result given; & = joins results of further samples. Rule as the data show it, unless noted: active = inhibition above about 30%; inactive = the rest.

Values run as follows: BoNT-F LC inh	CCHFV vOTU inh	UGM FP inh	Mtb FBA inh	BoNT A protease	FadD28 binding	Mtb BioA inh	PrPC TRFRET	GDH-TPI counter
CCN(CC)c1ccc(C=Nc2cc(C)cc(C)c2)c(O)c1
    13	0	3.5	0	50*	-0.5	/	4	30
O=C(CSc1nnc(CN2CCOCC2)n1-c1ccc(Cl)cc1)Nc1cc(Cl)ccc1O
    1	5	-0.9	-1	0.0	-2.4	1.0	-7	2
O=C(CSCc1c(Cl)cccc1Cl)Nc1ccccc1C(=O)N1CCOCC1
    4	10	-0.8	-1	-0.6	-3.1	-0.9	3	-6
C=Cc1ccc(CN2CCCN(Cc3ccc(F)cc3)S2(=O)=O)cc1
    45*	-1	1.6	-1	0.2	-3.3	-0.9	4	7
CCOn1c(=O)c(-c2ccc(Cl)cc2)[n+]([O-])c2ccccc21
    -4	7	-1.0	-3	0.8	-1.2	-0.7	-10	22
Cc1sc2ncnc(N3CCC(C(=O)Nc4nnc(CC(C)C)s4)CC3)c2c1C
    /	-4	0.5	1	/	1.0	1.1	-2	-2
Cc1ccccc1NS(=O)(=O)c1ccc2c(c1)NC(=O)CO2
    -5	-1	-0.3	-1	0.1	-0.1	/	9	-1
CC1CC(C)CN(S(=O)(=O)c2ccc(C(=O)N3CC(C)OC(C)C3)cc2)C1 (configuration not stated)
    2	3	-2.4	1	-2.6	0.0	0.7	-3	-4
Cc1cc(N2CCC(C(=O)Nc3ccc(F)cc3)CC2)nc(-c2ccccc2)n1
    -80	5	-1.6	-3	-4.4	-0.9	0.2	-12	-3
COc1ccccc1OCCNc1cc(N2CCCCC2)ccc1[N+](=O)[O-]
    0	3	-0.7	-3	-0.3	0.6	-0.1	-6	3
O=C(CSc1ccccc1)Nc1cccc(S(=O)(=O)N2CCCCC2)c1
    2	-6	1.1	-2	2.3	/	-1.6	0	5
Cc1cccc(C(=O)Nc2nnc(S(=O)(=O)N3CCC(C)CC3)s2)c1
    3	-2	1.9	10	0.7	-3.3	-0.6	6	19
O=[N+]([O-])c1ccc(-c2nnc(-c3ccccc3)c(N3CCOCC3)n2)cc1
    -1	11	2.2	1	0.1	-1.6	0.7	-7	6
CCCC(=O)NC(=S)Nc1c(C)cc(Br)cc1C
    10	10	0.4	1	0.3	-2.1	-2.2	7	-4
Cc1cn([C@H]2C[C@H](O)[C@@H](/C=C/C(=O)NCc3ccco3)O2)c(=O)[nH]c1=O
    -16	16	/	0	-1.3	0.0	0.6	6	/
S=C(NCc1ccccc1)NNc1nc2ccccc2[nH]1
    -9	-10	1.0	-1	0.5	-3.9	/	-3	-8
CCOC(=O)[C@]12Cc3cc4c(cc3[C@H]1N(Cc1ccccc1)C(=O)c1ccccc12)OCO4
    4	12	/	4	-0.4	0.1	-0.2	7	2
O=C1C=C(c2ccc(-c3ccccc3)c(F)c2)C[C@@H](c2ccc(Cl)cc2)C1
    -3	1	-0.6	5	0.3	-2.1	-0.3	7	9
CCN(CC)S(=O)(=O)c1ccc(C(=O)N2CCN=C2SCc2cccnc2)cc1
    4	6	-0.5	4	0.4	-0.2	1.1	-3	9
COc1ccc(S(=O)(=O)Nc2cccc3c2O[C@H](CN(C)C(=O)NC(C)C)[C@@H](C)CN([C@H](C)CO)C3=O)cc1
    4	-7	1.4	3	-0.7	-0.7	-0.4&0.3	-2	6
CCOC(=O)c1ccc(NC(=O)Cn2nnc(-c3ccccc3C)n2)cc1
    -1	23	2.2	-10	0.2	-2.9	-0.9	2	-5
CC(C)(C)n1nnnc1CN1CCC(NC(=O)NC2CCCCC2)CC1
    -13	-1	-0.4	-1	-1.0	0.1	1.2	2	1
CCOC(=O)c1[nH]c2cc3c(cc2c1NC(=O)CN1CCC(C)CC1)OCO3
    ?	-6	-2.4	153*	0.7	-5.6	-0.2	3	29
O=C(NCCc1ccccc1)C1=CCN(S(=O)(=O)c2ccccc2)CC1
    -3	-12	-1.5	2	-1.5	-1.1	-0.6	-8	5
COc1cc(O)c(C(CCN2CCCC2)c2cc(OC)c(OC)c(OC)c2)c(OC)c1 (configuration not stated)
    -2	3	-1.3	1	-0.6	-4.7	-1.2	0	22
COc1ccc(CCNC(=S)Nc2cccc(C)c2C)cc1
    6	9	-0.3	1	1.0	-2.1	-0.5	7	2
c1ccc(CN2CCN(c3ncnc4nc[nH]c34)CC2)cc1
    -4	-3	0.3	-2	-0.8	-0.5	-0.9	2	-9
N#Cc1c(-c2ccco2)ccn(Cc2ccc(F)cc2)c1=O
    -6	-15	-0.6	21	-1.0	-1.2	0.1	2	21
COc1ccc(NC(=O)c2cccnc2Nc2ccc(OC)cc2)cc1
    -5	-1	0.1	-3	-0.8	1.4	/	-3	13
CCC(C)(C(=O)NC1CCCCC1)N(C(=O)c1cnccn1)c1c(C)n(C)n(-c2ccccc2)c1=O (configuration not stated)
    -2	-1	0.3	1	?	-3.2	0.2	1	1
Cc1cc(C)c2[nH]c(C(=O)N3CCC(n4nccc4NC(=O)C4CC4)CC3)c(C)c2c1
    -2	-2	-1.8	2	1.0	-0.4	1.4	1	2
O=C(OCC(=O)N1CCCCCC1)c1ccccc1Br
    -10	3	-3.7	-2	-0.9	-4.0	0.3	3	-7
CCc1cc2c(N[C@@H](Cc3c[nH]c4ccccc34)C(=O)O)ncnc2s1
    -6	-5	-0.8	-4	-0.5	-2.3	/	0	-4
C[C@H](CO)N1C[C@H](C)[C@@H](CN(C)Cc2ccncc2)Oc2c(NC(=O)Cc3ccccc3)cccc2C1=O
    -4	4	1.0	6	1.1	-0.2	1.8	4	10
Cc1n[nH]c(C)c1S(=O)(=O)N1CCN(C2CCCCC2)CC1
    -3	-1	3.4	1	0.6	0.3	-1.5	-6	11
Cc1cc(=O)n2[nH]c(N)c(N=Nc3ccccc3F)c2n1
    -5	24	1.2	-20	0.1	-3.3	/	-35	4
CC(C)(C)NC(=O)CSc1ncccc1-c1nc2ccccc2[nH]1
    ?	3	2.5	5	3.0	-6.7	-1.3	-4	10
COc1ccc(-c2csc(N=C(N)N)n2)cc1
    5	6	2.9	0	0.5	0.9	/	2	4
Cc1ccc(/C=[N+](\[O-])c2ccc(N(C)C)cc2)c2nsnc12
    -5	56*	/	-15	2.2	-2.0	/	-9	10
Cc1c(Nc2cc(N3CCCCCC3)c3nonc3c2[N+](=O)[O-])c(=O)n(-c2ccccc2)n1C
    1	3	-1.1	-5	0.2	-5.8	2.5	-3	8

Structural class: the entries above containing a nitro group on carbon.
Values run as follows: BoNT-F LC inh	CCHFV vOTU inh	UGM FP inh	Mtb FBA inh	BoNT A protease	FadD28 binding	Mtb BioA inh	PrPC TRFRET	GDH-TPI counter
COc1ccccc1OCCNc1cc(N2CCCCC2)ccc1[N+](=O)[O-]
    0	3	-0.7	-3	-0.3	0.6	-0.1	-6	3
O=[N+]([O-])c1ccc(-c2nnc(-c3ccccc3)c(N3CCOCC3)n2)cc1
    -1	11	2.2	1	0.1	-1.6	0.7	-7	6
Cc1c(Nc2cc(N3CCCCCC3)c3nonc3c2[N+](=O)[O-])c(=O)n(-c2ccccc2)n1C
    1	3	-1.1	-5	0.2	-5.8	2.5	-3	8

Carrying on:
Values run as follows: BoNT-F LC inh	CCHFV vOTU inh	UGM FP inh	Mtb FBA inh	BoNT A protease	FadD28 binding	Mtb BioA inh	PrPC TRFRET	GDH-TPI counter
Nc1n[nH]c(-c2ccccc2)n1
    4	5	0.7	1	-0.6	-2.3	-0.6	0	-8
CC1(c2ccccc2)NC(=O)N(CC(=O)N(CC(=O)Nc2ccccc2C(F)(F)F)Cc2ccco2)C1=O (configuration not stated)
    6	7	/	0	-1.1	-3.5	-0.4	-5	-8
O=C1CC(N2CCOCC2)C(=O)N1c1cc(Cl)cc(Cl)c1 (configuration not stated)
    3	8	1.5	2	0.6	-1.6	5.4	9	3
Cc1cccc(OCC(O)Cn2c(N3CCCCC3)nc3c2c(=O)[nH]c(=O)n3C)c1 (configuration not stated)
    -7	-9	3.1	3	4.0	1.0	-1.7	5	4
O=C1Nc2ccc3sc4ccccc4c3c2C1=O
    /	-2	0.2	-1	/	-1.9	-3.9	-6	6
O=C(c1cnn2c(C(F)(F)F)cc(-c3ccco3)nc12)N1CCCc2ccccc21
    13	7	-1.4	4	0.4	-5.8	0.6	-2	-9
O=C1CS/C(=N/N=C/c2cccs2)N1Cc1ccc(F)cc1
    /	-7	1.9	-1	/	-1.1	-1.8	2	37*
CCCNC(=O)c1ccc2c(c1)C1C3CCC(C3)C1C(c1ccccc1)N2 (configuration not stated)
    -3	3	-2.5	2	-1.0	-2.9	-1.2	6	-7
CC(C)(C)c1ccccc1OCC(O)CN1CCN(c2ccccn2)CC1 (configuration not stated)
    -37	13	2.8	1	-4.1	-5.0	1.3	5	-12
O=C(Cc1ccc([N+](=O)[O-])cc1)N/N=C/c1cccs1
    -1	2	1.6	2	2.2	-2.0	1.0	-10	-3
COc1ccc(S(=O)(=O)Nc2cccc(N(C)S(C)(=O)=O)c2)cc1Br
    9	0	-1.9	1	0.6	0.8	1.1	5	15
CC(NC(C)c1ccccc1Cl)C(=O)Nc1cccc(S(=O)(=O)N2CCCCC2)c1 (configuration not stated)
    -11	25	0.8	-1	-4.8	0.6	-2.3	20	7
COc1ccc2cc(C(=O)NCc3ccco3)c(=Nc3ccc(C(=O)O)cc3)oc2c1
    -3	-1	-0.3	14	-0.8	-6.9	2.0	-10	25
CC(C)N=c1scc(-c2cccs2)n1/N=C/c1ccc(O)c(O)c1O
    -23	14	1.3	-4	-0.4	-0.9	/	-8	4
C[C@H]1CN([C@@H](C)CO)C(=O)c2cc(Br)cnc2O[C@H]1CN(C)C(=O)C1CCC1
    -3	16	/	2	0.0	1.2	16&1.2	-5	9
CN(c1ccc(C(=O)Nc2nccs2)cc1)S(=O)(=O)c1ccccc1
    1	-3	1.0	-1	-0.7	-0.4	0.7	2	15
CSCC[C@H](NC(=O)[C@@H]1Cc2ccccc2CN1)C(=O)Nc1ccc2c(c1)OCCO2
    -9	-5	-2.8	-8	0.7	-3.1	-1.6	7	0
